Source: PubChem BioAssay (National Center for Advancing Translational Sciences (NCATS))
KDM5B inhibitor = blocks human KDM5B histone demethylase activity; 2.6% of 220,000 active; AID 1347165; Potency, µM (highest dose often 57.7 µM), inactives show at the highest dose activity change, negative = inhibition, most hits filed as inhibitors; KDM5B demethylase, FDH-coupled NADH fluorescence (FDH is formaldehyde dehydrogenase); Q9UGL1; active = well fitted inhibition curve with a large enough effect; inconclusive = small, poorly fitted or top-dose-only effect; inactive = no such curve, though single readings can be large or run the other way; note: 0% is about no effect; nearly all actives have a fitted effect of over 70% in size
Target sequence (Q9UGL1 whole entry, looked up): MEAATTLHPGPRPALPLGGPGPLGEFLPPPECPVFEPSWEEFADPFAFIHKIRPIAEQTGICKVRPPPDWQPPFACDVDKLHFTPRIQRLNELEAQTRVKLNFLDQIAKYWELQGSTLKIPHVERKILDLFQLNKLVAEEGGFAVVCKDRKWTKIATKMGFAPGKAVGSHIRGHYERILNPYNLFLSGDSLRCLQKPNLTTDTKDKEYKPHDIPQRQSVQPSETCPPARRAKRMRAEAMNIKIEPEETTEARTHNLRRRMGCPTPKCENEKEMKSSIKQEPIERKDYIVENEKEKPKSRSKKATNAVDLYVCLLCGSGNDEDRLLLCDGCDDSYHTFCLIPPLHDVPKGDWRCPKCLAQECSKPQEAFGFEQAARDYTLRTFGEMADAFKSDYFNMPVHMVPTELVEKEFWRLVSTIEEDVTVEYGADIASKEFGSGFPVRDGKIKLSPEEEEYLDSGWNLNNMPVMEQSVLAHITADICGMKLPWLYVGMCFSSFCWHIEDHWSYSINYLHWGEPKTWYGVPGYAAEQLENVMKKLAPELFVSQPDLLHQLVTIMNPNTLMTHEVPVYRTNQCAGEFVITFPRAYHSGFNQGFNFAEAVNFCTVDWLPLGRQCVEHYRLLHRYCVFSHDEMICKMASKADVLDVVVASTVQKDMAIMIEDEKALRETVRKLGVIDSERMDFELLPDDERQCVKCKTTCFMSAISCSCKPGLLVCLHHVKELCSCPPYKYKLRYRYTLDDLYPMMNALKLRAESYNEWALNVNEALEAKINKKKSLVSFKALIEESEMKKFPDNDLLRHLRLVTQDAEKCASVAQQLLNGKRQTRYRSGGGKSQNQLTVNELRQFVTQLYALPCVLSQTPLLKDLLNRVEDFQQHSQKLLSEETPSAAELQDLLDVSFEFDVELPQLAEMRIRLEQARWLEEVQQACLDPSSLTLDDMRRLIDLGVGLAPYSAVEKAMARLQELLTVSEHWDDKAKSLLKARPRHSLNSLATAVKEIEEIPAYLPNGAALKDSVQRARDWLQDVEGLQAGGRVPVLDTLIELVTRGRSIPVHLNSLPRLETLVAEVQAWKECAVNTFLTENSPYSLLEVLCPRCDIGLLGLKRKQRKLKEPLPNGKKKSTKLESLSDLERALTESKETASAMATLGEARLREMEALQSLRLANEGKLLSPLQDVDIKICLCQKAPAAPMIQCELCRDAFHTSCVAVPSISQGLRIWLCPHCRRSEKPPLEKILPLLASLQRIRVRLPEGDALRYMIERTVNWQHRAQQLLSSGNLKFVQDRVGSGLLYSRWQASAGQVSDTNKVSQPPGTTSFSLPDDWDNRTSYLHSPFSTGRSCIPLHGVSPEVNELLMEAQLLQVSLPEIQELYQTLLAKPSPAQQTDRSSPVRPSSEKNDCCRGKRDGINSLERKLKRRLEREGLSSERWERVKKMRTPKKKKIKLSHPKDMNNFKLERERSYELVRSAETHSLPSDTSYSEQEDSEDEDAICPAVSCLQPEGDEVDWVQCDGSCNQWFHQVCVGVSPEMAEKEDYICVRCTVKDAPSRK
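Compound dilutions met 200 nM (final) KDM5BΔAP for 10 min at room temperature before substrate addition. The substrate mix held 12.5 µM H3K4me3 with cofactors 25 µM α-ketoglutarate and 50 µM Fe²⁺. NADH signal gain over 30 min defined activity.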
* hit, by the source's call; i = inactive; ? = inconclusive; [ ] = dose if it differs, or a comment. Potency is the fitted concentration of half-maximal effect.

SMILES	KDM5B inhibitor
Cc1ccccc1[C@H]1C[C@@H](O)[C@@H](O)[C@@H]1NC(=O)c1cncnc1	-3%[86.2 µM]
CN(C(=O)CNc1cc(F)ccc1F)C1CCS(=O)(=O)C1 (stereo not given)	-6%
CC(C)CCN1C[C@@H]2C[C@H]1C(=O)N(Cc1cccnc1)c1ccccc1O2	?
Cc1cnc(CCNC(=O)NC(C)(C)C)n1Cc1ccccc1	22%
CCOC(=O)c1c(C)oc2nc(C)nc(Nc3cc(C)cc(C)c3)c12	-1%
Cc1ccc(C)c2sc(N3CCN(C(=O)C(C)(C)C)CC3)nc12	-23%
Cc1ccc(C(=O)N(CC(C)C)CC2CN(C(=O)Nc3cccc(Cl)c3)CCO2)cc1 (stereo not given)	-20%
CC(C)CN(C(=O)COc1ccc2ccc(=O)oc2c1)C1CCS(=O)(=O)C1 (stereo not given)	?
N#Cc1ncn(Cc2nc(-c3ccc(F)cc3)no2)n1	-6%
CCOC(=O)c1c(S(=O)(=O)N2CCCC(C(=O)NCc3cccc(C)c3)C2)c(C)n(C)c1C (stereo not given)	-4%
COCc1ccc2c(c1)c(OC(C)(C)C(=O)NCC[S+](C)(=O)[O-])nn2Cc1ccccc1	28µM*
CC(C)C(=O)Nc1nc2ccc(CCC(=O)NCc3ccccc3F)cc2s1	26%
Cc1c(-c2ccccc2F)[nH]c2ccc(CNC(=O)C3C=CCN3)cc12 (stereo not given)	28µM*
CCCN(CC1CCOC1)S(=O)(=O)c1ccc(C)c(F)c1 (stereo not given)	6%
Cc1ccc(NS(=O)(=O)c2ccc(-c3cnc(C)o3)cc2)c(C)c1	6%
COc1ccc(/C=C/c2nnc(NC(=O)c3ccco3)s2)cc1	?
COCCn1cc(CN(C)CCc2c(C)noc2C)ccc1=O	-12%
O=C(/C=C/c1ccccc1)NC(=S)NNC(=O)c1cnccn1	?
COc1ccc(-c2nc(C)nc3c2CN(C(=O)c2ccc(F)cc2)CC3)cc1	?
COc1ccc2c(C)c(C(=O)N3CCCC3c3c(C)noc3C)oc2c1 (stereo not given)	-31%
COc1cc(NC(=O)C2(Cc3cccnc3)CCCCC(=O)N2)cc(OC)c1 (stereo not given)	-5%
N#Cc1ccccc1S(=O)(=O)N1CCC(C(=O)NCCc2cccs2)CC1	19%
Cc1cc2cc(C(=O)N3CCCC(OCc4ccccn4)C3)ccc2o1 (stereo not given)	-18%
O=C(NCc1ccccc1)c1ccc(NC(=O)N2CCSc3ncccc32)cc1	?
CCC(C)NC(=O)C1=CC(c2ccc3c(c2)OCO3)=NS(=O)(=O)N1C (stereo not given)	?
SMILES	KDM5B inhibitor
O=C(CCc1ccccc1)N1CCC2(CC1)CC(N(C(=O)c1ccccc1)C1CC1)CCO2 (stereo not given)	8%
COc1ccc([C@H]2CN(C(=O)c3nc(N)nc4c3CCCC4)C[C@@H]2N)cc1	22µM*
O=C(CCc1ncc(-c2ccccc2)o1)NCc1ccccc1Cl	-14%
Nc1cc(=O)nc(SCC(=O)Nc2ccc(F)cc2)n1-c1ccc(Cl)cc1	-16%
COCc1cc(=O)[nH]c(-c2ccc(C(F)(F)F)cc2)n1	26%
CCc1cccc(C)c1NC(=O)COCc1cc(-c2ccc3c(c2)OCO3)on1	?
CN(Cc1cccn1C)C(=O)Nc1ccc(Cl)cc1	-21%[86.2 µM]
CCN1CCC(N(Cc2ccc3c(c2)OCO3)C(=O)Nc2ccccc2OC)CC1	2%
Cc1c(Cl)cccc1NC(=O)c1ccc(NC(=O)C2=CSCCO2)cc1	-18%
CCCSc1ncc(Cl)c(C(=O)Nc2sc3c(c2C(N)=O)CCCC3)n1	2%
Cn1nc(C(=O)N(Cc2ccccc2F)C2CC2)c2ccccc2c1=O	11%
CCc1noc(-c2cccn3c(CNC(=O)Cc4c[nH]c5ccccc45)nnc23)n1	?
COc1cccc(CC(=O)N2CCCN(Cc3ccncc3)C(c3ccccc3)CC(=O)NCC2)c1 (stereo not given)	-15%
Oc1c(C(c2ccc(Cl)cc2Cl)N2CCOCC2)sc2nc(-c3ccco3)nn12 (stereo not given)	-28%
CCCC(=O)NCC(c1ccc2c(c1)OCO2)N1CCOCC1 (stereo not given)	5%
O=C(Nc1ccc(S(=O)(=O)N2CCCC2)cc1)C1CCCN(C(=O)c2ccc(Cl)cc2)C1 (stereo not given)	7%
O=C1CC(c2ccccc2)N(C(=O)CNC(=O)CN2CCOCC2)CCCCCN1 (stereo not given)	-14%
COc1cc(C(=O)OCC(=O)NC(N)=O)cc(OC)c1OC	8%
Cc1ccc(NC(=O)C(=O)NCC2(c3ccccc3)CCCC2)cc1Cl	9%
CC(C)(C)C(=O)NCc1c[nH]c2ncccc12	-29%[86.2 µM]
CC(C)(C)CC(=O)N1CCn2c(nnc2[C@@H]2C[C@@H](O)CN2Cc2ccccc2)C1	-16%
Cc1ccc(-c2noc([C@@H]3CCCN3C(=O)c3ccc4c(c3)OCO4)n2)cc1	-11%
CCn1nc(C(=O)NCc2ccco2)c2ccccc2c1=O	15%
CCCN(CC1CCOC1)C(=O)Cc1c(F)cccc1Cl (stereo not given)	16%
CN(Cc1cccnc1)Cc1nc(C2(O)CCN(CC3CCCCC3)CC2)cs1	-15%[86.2 µM]
SMILES	KDM5B inhibitor
Cc1ccc2c(c1)c1c(c(=O)n(-c3ccccc3)c(=O)n1CC(=O)NCC1CCCO1)n2C (stereo not given)	?
CC(C)c1noc(-c2cccn3c(CNC(=O)c4ccccc4)nnc23)n1	22µM*
CCn1ccc(C(=O)NCC(=O)N2CCCCCCNC(=O)CC2c2ccccc2)n1 (stereo not given)	16%
Cc1cc(=O)n(CC(=O)Nc2cc(Cl)ccc2C)c(N2CCC(C)CC2)n1	-4%
O=C(NC1CCCCC1)c1ccc2c(c1)N(Cc1ccccc1)C(=O)c1ccccc1S2	6%
CCOc1ccccc1C(=O)n1c(=O)oc2ccc(C(C)(C)C)cc21	-11%
CN(C)CCN(Cc1ccco1)C(=O)c1cc2c(s1)-c1ccccc1OC2	-5%
COc1ccc(OC)c(CNC(=O)c2ccc3c(c2)C(O)CCCCCN3C)c1 (stereo not given)	?
Cc1nn(CC(C)C)c2sc(C(=O)Nc3ccc(S(=O)(=O)N4CCOCC4)cc3)cc12	-29%
O=C(c1ccc(F)c(C(F)(F)F)c1)N1CC2CCC1C2 (stereo not given)	16%
Cc1ccccc1COC(=O)c1ccc(-c2nnn(Cc3ccccc3F)n2)cc1	8%
Cc1cc(-c2cc3c(cn2)CN(CC2CCOC2)CCN3)ccn1 (stereo not given)	?
Nc1nc2ccccc2[n+]([O-])n1	-1%
O=C([C@@H]1C[C@H](F)CN1S(=O)(=O)c1ccc(Cl)s1)N1CCc2ccccc2C1	-13%
CC1CN(C(=O)N2CCC(C(=O)NC3CCCCCC3)CC2)c2cc(Cl)ccc2O1 (stereo not given)	3%
CCOC(=O)c1c(NC(=O)CN2CCCCC2)sc2c1CC(C)(C)OC2	-5%
CCOc1ccc(C(=O)N2CCC(Cc3nc(-c4cnccn4)no3)CC2)cc1	21%
COc1ccc(-c2cn3cccnc3n2)cc1NC(=O)c1c(F)cccc1F	?
CN1C(=O)Cc2cc(S(=O)(=O)CCC(=O)Nc3ccc(Cl)cc3)ccc21	-28%
O=C(N[C@@H]1CCNC[C@H]1O)c1cccc(-c2ccc(OC(F)(F)F)cc2)c1	24%
O=C(NCCc1ccncc1)C1c2ccccc2C(=O)N(Cc2ccccc2)C12CCCC2 (stereo not given)	-8%
CCOC(=O)C1(Cc2ccccc2)CCCN(C(=O)c2ccccc2SC)C1 (stereo not given)	-6%
Cc1cc(Nc2ccccc2)nc(N2CCN(C(=O)Nc3cccc(Cl)c3)CC2)n1	5%
CC(=O)Nc1ccc(-n2nnnc2SCC(=O)NC2CCCC2)cc1	28%
CC(C)C(C)NC(=O)CSc1ncnc2ccccc12 (stereo not given)	4%
SMILES	KDM5B inhibitor
CCN(C(=O)COc1cc(OC)ccc1C(C)=O)C1CCS(=O)(=O)C1 (stereo not given)	-26%
CCCc1ccc(NC(=O)C2CCN(c3cnccn3)CC2)cc1	?
CCCN(CC1CC1)C(=O)C1CCCCC(=O)N1Cc1cccc(OC)c1 (stereo not given)	-9%
CCOC(=O)c1cc(-c2ccccc2)n(-c2cccc(C(=O)NC(C)CC)c2)c1C (stereo not given)	?
COc1cccc([S+](=O)([O-])N2CCCC3(CC(c4ccccn4)=NO3)C2)c1 (stereo not given)	11%[115 µM]
CCOc1ccc(C(=O)Nc2ccc3oc(-c4cccc5ccccc45)nc3c2)cc1	i
O=C(CSc1n[nH]c(-c2ccco2)n1)Nc1ccccc1F	-8%
CCOc1ccccc1Oc1coc2cc(OS(C)(=O)=O)ccc2c1=O	-3%
CC(C)(C)NC(=O)CSc1cc(C(=O)NC2CC2)c2ccccc2n1	-23%
CNC(=O)N1CCC(C2CCN(Cc3cccc(OC)c3OC)C2)CC1 (stereo not given)	-16%
COc1cc2c(cc1OC)n(CC(=O)c1ccc(C)cc1C)c(=O)n1nc(CCn3nc(C)cc3C)nc21	-6%
CN1CCN(C(=O)CSc2nnc(COc3ccccc3)o2)CC1	16%
COc1ccccc1N1CCCc2ncc(C(=O)N3CCCC[C@@H]3Cc3ccccc3)cc21	25µM*
COC(=O)CCNC(=O)N1CCc2[nH]cnc2C1c1cc(Cl)ccc1F (stereo not given)	-4%
CCOCC(=O)N1C[C@@H](Oc2ccccc2)C[C@H]1C(=O)N1CCCC1	6%
Cc1ccc(-c2nnc(SCC(=O)NCCC(C)C)nc2-c2ccc(C)cc2)cc1	?
Cn1cnc2c(oc3nc(C4CCCCC4)c4c(c32)CCC4)c1=O	-8%
Cc1cccc(C(=O)Nc2cccc(C(=O)OCc3cc(=O)n4ccsc4n3)c2)c1	-10%
Cc1cc(C(=O)OCC(=O)c2cc(C)n(CC(N)=O)c2C)c2ccccc2n1	0%
FC(F)(F)c1ccc(Cl)c(N/N=C/c2ccc(OCc3ccccc3)cc2)c1	-17%
O=C(CCc1conc1-c1ccccc1F)NCc1cccc(Br)c1	7%
O=C(NCc1ccc2c(c1)CCN2C(=O)c1ccccc1)c1ccco1	-20%
Cc1ccc(-c2nnc([C@H]3CCN(c4ncccn4)C3)o2)cc1	40µM*
COCCCNc1nc2c(c(=O)[nH]c(=O)n2C)n1CCc1ccc(OC)cc1	-2%
NC(=O)c1cc(C(=O)Cc2ccccc2)c[nH]1	26%

An excerpt from above in order of SMILES length, largest number first:
SMILES	KDM5B inhibitor
COc1cc2c(cc1OC)n(CC(=O)c1ccc(C)cc1C)c(=O)n1nc(CCn3nc(C)cc3C)nc21	-6%
COc1cccc([S+](=O)([O-])N2CCCC3(CC(c4ccccn4)=NO3)C2)c1 (stereo not given)	11%[115 µM]
CCOC(=O)c1cc(-c2ccccc2)n(-c2cccc(C(=O)NC(C)CC)c2)c1C (stereo not given)	?
Cc1cccc(C(=O)Nc2cccc(C(=O)OCc3cc(=O)n4ccsc4n3)c2)c1	-10%
Cc1ccc(-c2nnc(SCC(=O)NCCC(C)C)nc2-c2ccc(C)cc2)cc1	?
CCOCC(=O)N1C[C@@H](Oc2ccccc2)C[C@H]1C(=O)N1CCCC1	6%
COCCCNc1nc2c(c(=O)[nH]c(=O)n2C)n1CCc1ccc(OC)cc1	-2%
COC(=O)CCNC(=O)N1CCc2[nH]cnc2C1c1cc(Cl)ccc1F (stereo not given)	-4%
CCCN(CC1CC1)C(=O)C1CCCCC(=O)N1Cc1cccc(OC)c1 (stereo not given)	-9%
O=C(NCc1ccc2c(c1)CCN2C(=O)c1ccccc1)c1ccco1	-20%
Cn1cnc2c(oc3nc(C4CCCCC4)c4c(c32)CCC4)c1=O	-8%
O=C(CCc1conc1-c1ccccc1F)NCc1cccc(Br)c1	7%
CN1CCN(C(=O)CSc2nnc(COc3ccccc3)o2)CC1	16%
NC(=O)c1cc(C(=O)Cc2ccccc2)c[nH]1	26%

(continued)
SMILES	KDM5B inhibitor
C[C@@H]1CN(C2(C(=O)NCc3n[nH]c4c3CCC4)Cc3ccccc3C2)C[C@H](C)O1	12%
Cc1ccc(C2Cn3cnc(C(=O)N4CCC(C(=O)NCCCc5ccccc5)CC4)c3CO2)cc1 (stereo not given)	13%
O=C(c1ccncc1)N1CCC2(CC1)CC(N1CCCC1)CCO2 (stereo not given)	?
CC(C)CN1C(=O)c2cccn2CC1CNC(=O)c1ccnn1C (stereo not given)	3%
Cc1ccc2nc(C)cc(=S)n2c1	1%
Cc1cccc(C(=O)N2CCCN(c3cc(-c4ccc(Cl)cc4)[nH]n3)CC2)c1	-28%
COCCN1C(=O)c2ccccc2C(C(=O)Nc2nnc(C3CC3)s2)C12CCCCC2 (stereo not given)	21%
O=C(NNC(=O)C1CCCCC1)c1ccccc1Br	18%
Cc1nc(N2CCC(NC(=O)c3cc4ccccc4[nH]3)CC2)cc(C(F)(F)F)n1	?
Cc1c(NC(=O)c2cc(-c3ccc(F)cc3)on2)c(=O)n(-c2ccccc2)n1C	-8%
CN(CC(=O)NC(=O)NCc1ccco1)c1ccccc1	22%
COCC(C)n1c(C)cc(C(=O)Cn2cnc3sccc3c2=O)c1C (stereo not given)	13%
CC(C)=CCn1c(N2CCCCC2)nc2c1c(=O)[nH]c(=O)n2C	13%
COC[C@@H]1CN(C(=O)c2ncccc2C)C[C@H]1c1ccncc1	3%
COc1ccc(CN[C@@H]2CO[C@H](CNC(=O)c3ccccc3)[C@H]2O)cc1	20%[86.2 µM]
Cc1ccc(Cn2c(=O)n(-c3ccc(C)c(C)c3)c(=O)c3c(C)c(C)sc32)cc1	-6%

This is a subset (hit frequency here may not be typical).
